Bioassay records: PubChem BioAssay, several laboratories
CAL PDZ FP = inhibitors of human CAL PDZ peptide binding; purified CAL PDZ, TMR-peptide fluorescence polarization, 1 h; inhibition, % at 20 µM; 0.02% of 330,000 active;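 active means highest replicate inhibition of at least 40%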;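 further: plate controls were DMSO neutral control wells for no effect and unlabeled competitor peptide control wells for full effect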
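Control set: unlabelled peptide and DMSO controls / Material: purified CerCALP PDZ construct / Timing: 1 h incubation at room temperature before polarization reading / Doses: 20 µM, one dose / Detection: fluorescence polarization (mP)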
AddAB inh = less growth of phage-infected E. coli with AddAB; E. coli expressing H. pylori AddAB, absorbance growth; inhibition, % at 11.9 µM; 0.29% of 330,000 active; AID 435030; in the data active means inhibition above about 12%;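 further: 0% = vehicle wells of infected cells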
phage Ecoli inh = E. coli growth loss with phage present; inhibition, % at 11.9 µM; growth absorbance; 0.26% of 360,000 active; in the data active means inhibition above about 11%
Rtt109 HAT inh = blocks Candida albicans Rtt109/Vps75 acetyltransferase activity | Q5AAJ8 | purified Rtt109/Vps75, ThioGlo CoA-SH fluorescence, 4 h | inhibition, % at 34.9 µM | 0.16% of 330,000 active | AID 540336;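 active means inhibition of at least 50% in every replicate; inconclusive means best replicate reaches 50% inhibition but some replicates fall short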
Target sequence (Q5AAJ8 whole entry, looked up): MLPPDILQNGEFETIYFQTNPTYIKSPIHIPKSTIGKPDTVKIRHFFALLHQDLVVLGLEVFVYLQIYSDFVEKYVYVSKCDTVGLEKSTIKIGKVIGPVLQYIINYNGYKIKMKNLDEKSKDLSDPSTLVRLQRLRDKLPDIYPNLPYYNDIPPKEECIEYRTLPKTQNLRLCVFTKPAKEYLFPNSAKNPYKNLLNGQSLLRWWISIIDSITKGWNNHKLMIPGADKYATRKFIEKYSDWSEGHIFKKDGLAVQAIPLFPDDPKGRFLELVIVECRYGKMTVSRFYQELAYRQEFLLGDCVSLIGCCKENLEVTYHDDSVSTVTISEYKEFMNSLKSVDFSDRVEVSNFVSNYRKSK
E coli growth = counter-screen for AddAB inhibitors: E. coli growth inhibition; E. coli V3065 growth, OD600 absorbance, 18 h; inhibition, % at 11.9 µM; 0.27% of 330,000 active; AID 449728;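 active means inhibition above the campaign's mean inhibition across all tested compounds plus 3 SD, cut at about 9.9% in these data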;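 further: uninfected addAB+ strain grown without phage in ampicillin broth; 0% = DMSO wells and 100% = ciprofloxacin 0.95 µg/ml wells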
PfHsp90 set2 = inhibits growth of yeast expressing Plasmodium falciparum Hsp90; S. cerevisiae expressing PfHsp90, BacTiter-Glo ATP, 48 h; yeast lacking PDR1 and PDR3 efflux regulators; inhibition, % at 9.4 µM; 0.32% of 310,000 active; AID 504621;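 active means every replicate shows inhibition above about 80%, whatever the replicate mean, limit read from the data; inconclusive means mean inhibition reaches the set limit but some replicate falls short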;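 further: 0% = DMSO neutral controls and 100% = 20 µM radicicol positive controls; yeast relying on Plasmodium falciparum Hsp90 in place of its own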
PvdQ acylase = P. aeruginosa PvdQ acylase inhibition. purified PvdQ acylase, fluorescence plate reader. inhibition, % at 10 µM. 0.063% of 340,000 active; in the data active means inhibition above about 30%, passing the limit was not always enough; inconclusive means no clear call, values can overlap the other calls;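 further: 0% = vehicle neutral wells and 100% = reference inhibitor wells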
Tat transport = E. coli Tat transport inhibition; 0.036% of 340,000 active; E. coli MC4100 TorA-mCherry Tat export, fluorescence; AID 488895; inhibition, % at 10 µM;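 active means mean replicate inhibition at least 50% and at least half of replicates individually reaching 50%; inconclusive means only one of the two criteria met; inactive means neither criterion met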;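 further: exported cargo escapes ClpAP degradation while cytoplasmic cargo is degraded and loses fluorescence; 0% = median of neutral control wells and 100% = median of NaSCN control wells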
DAGLB inh = diacylglycerol lipase beta (human) inhibition; 0.059% of 340,000 active; Q8NCG7; AID 504411; HEK293T DAGLB membrane lysate, EnzChek fluorogenic substrate; inhibition, % at 5.17 µM; in the data active means inhibition above about 34%;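 further: 0% = enzyme with vehicle and 100% = wells lacking enzyme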
Target sequence (Q8NCG7 whole entry, looked up): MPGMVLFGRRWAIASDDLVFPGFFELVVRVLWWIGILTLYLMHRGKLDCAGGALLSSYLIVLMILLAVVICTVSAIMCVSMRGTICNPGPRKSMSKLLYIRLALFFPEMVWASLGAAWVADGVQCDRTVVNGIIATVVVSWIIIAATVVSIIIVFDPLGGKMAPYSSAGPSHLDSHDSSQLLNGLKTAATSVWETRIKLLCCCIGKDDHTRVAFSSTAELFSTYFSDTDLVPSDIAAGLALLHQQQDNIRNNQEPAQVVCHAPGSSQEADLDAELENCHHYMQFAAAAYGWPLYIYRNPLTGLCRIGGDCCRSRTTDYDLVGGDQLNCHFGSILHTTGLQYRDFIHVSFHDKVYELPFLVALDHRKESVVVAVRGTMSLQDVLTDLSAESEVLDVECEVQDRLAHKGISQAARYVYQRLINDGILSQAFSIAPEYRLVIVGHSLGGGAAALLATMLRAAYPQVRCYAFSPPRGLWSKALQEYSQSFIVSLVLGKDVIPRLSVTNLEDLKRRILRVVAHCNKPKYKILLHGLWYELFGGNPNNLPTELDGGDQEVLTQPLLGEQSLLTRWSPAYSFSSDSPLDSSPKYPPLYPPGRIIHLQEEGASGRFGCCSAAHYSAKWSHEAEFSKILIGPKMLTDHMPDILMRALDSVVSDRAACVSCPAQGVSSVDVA
Wnt bcat act = Wnt/beta-catenin pathway activation; Wnt/beta-catenin reporter cell assay, activator, plate reader; activation, % at 9.35 µM; 1.2% of 300,000 active; in the data active means activation above about 30%, passing the limit was not always enough; inconclusive means no clear call, values can overlap the other calls;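 further: 0% = neutral control wells and 100% = positive control wells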
* = called active by the depositor; u = inconclusive; x = not tested or not shown.

SMILES	CAL PDZ FP	AddAB inh	phage Ecoli inh	Rtt109 HAT inh	E coli growth	PfHsp90 set2	PvdQ acylase	Tat transport	DAGLB inh	Wnt bcat act
CN(Cc1nc(Cc2cccc(F)c2)no1)CC1COCCO1 (stereo not drawn)	0.7	4.2	4.4	-5	0.3	-1	-10	-8	0	2
CC(C)(C)c1ccc(C(=O)N2CCCN(c3ccc([N+](=O)[O-])cn3)CC2)cc1	-1.9	2.4	-0.1	-1	-0.1	-3	-13	3	0	-3
O=C(c1ccc(F)cc1)C1CCN(C(=S)NCC2CCCO2)CC1 (stereo not drawn)	-0.1	5.4	2.9	-2	1.0	12	-8	-6	-3	16
Nc1ccc(C(=O)NCC2(c3ccccc3)CCCC2)cc1	-3.6	1.0	0.9	-2	-0.1	7	-1	-3	-1	-2
Cn1c(CCCNC(=O)c2cccs2)nc2ccccc21	0.0	0.8	0.2	9	-0.9	-11	3	1	0	x
COC(=O)c1ccc(Oc2ccc(C(C)(C)C)cc2)c([N+](=O)[O-])c1	0.7	0.3	3.5	0	4.0	1	-12	7	-2	x
COc1ccccc1CN1C(=O)c2cccc3cccc(c23)C1=O	-1.8	1.5	2.0	0	-1.9	-25	0	-2	-3	1
Fc1ccc2c(-c3cccc(C(F)(F)F)c3)c(-c3ccccc3)ncc2c1	-1.3	-1.4	0.0	6	-1.6	x	0	5	-11	-1
O=C(CC(c1ccccc1)c1cc(Br)ccc1O)NCCN1CCOCC1 (stereo not drawn)	-3.5	-2.0	4.2	-10	0.6	-12	-3	-6	0	x
CCN(CC)c1cc(C)c2cc(NC(=O)c3ccccc3F)ccc2n1	0.2	0.0	2.4	-25	-1.6	-5	-13	8	-6	4
COc1ccc(N2C(=O)CC(Sc3nc(C)cc(C)n3)C2=O)cc1OC (stereo not drawn)	-0.2	0.3	-0.1	4	-1.1	11	3	-7	-1	0
CN(CCC#N)c1ncnc2scc(-c3ccccc3)c12	-1.3	2.4	2.5	2	-3.2	-6	4	-5	-8	x
Cc1cc(C)c2nc(SCCc3ccccc3)nc(C)c2c1	x	4.8	2.5	-3	1.4	-14	-9	-2	-23	x
O=C1NC(=O)C(Cc2ccccc2)(c2cccnc2)N1 (stereo not drawn)	-0.4	0.1	-0.8	5	0.3	-16	2	-5	-5	1
COc1cc(C(=O)O)nc(OC)n1	-1.3	1.2	4.7	-3	-2.1	-2	-14	-3	0	0
CCn1c(CC(=O)Nc2ccccc2C)nnc1SCC(=O)NC1CCCC1	0.4	1.0	-0.1	-1	0.9	5	-16	-4	-2	1
CCOc1c(Cl)cc(C(=O)NCCN2CCCCC2)cc1Cl	-3.9	1.0	2.6	3	-0.1	x	0	-1	1	x
CC(=O)c1cccc(NC(=O)N2CCC(C(=O)c3ccc(F)cc3)CC2)c1	-2.1	2.2	2.2	9	-2.5	-6	-6	-5	0	-5
CCC(C(=O)OC)n1cnc2scc(-c3ccc(C)cc3)c2c1=O (stereo not drawn)	-0.5	0.5	-0.9	0	-0.2	18	-15	-7	0	0
C=CCN1C=C2C(=O)C(C)(OC(=O)C3CCCC3)C(=O)C=C2C=C1c1ccsc1 (stereo not drawn)	-0.4	4.5	1.1	9	2.9	3	6	5	6	0
COC(=O)CSc1cc(SCC(=O)OC)c(C#N)c(SCC(=O)OC)c1	-1.2	3.2	0.8	11	0.3	-1	-16	-12	-1	x
CC(C)CCN1C(=O)c2ccc(-c3nc4ccccc4c(=O)o3)cc2C1=O	-1.5	0.4	1.7	6	-3.4	-9	10	-11	-1	x
O=C(/C=C/c1ccc([N+](=O)[O-])cc1)NCCc1ccccc1	-1.2	0.8	3.2	-12	-0.3	7	-12	3	-2	-3
CCC1CCc2sc(C(=O)NC3CCN(Cc4ccccc4)CC3)cc2C1 (stereo not drawn)	-3.2	3.5	8.3	2	1.6	x	-10	-1	-3	-3
CCOC(=O)C(=O)Nc1ccc(S(=O)(=O)Nc2ncccn2)cc1	-0.1	0.5	3.0	-1	1.7	14	16	-1	2	x
COc1ccc(C2C(C(C)=O)=C(O)C(=O)N2CCc2c[nH]c3ccccc23)cc1 (stereo not drawn)	-3.1	0.3	7.3	-2	0.3	5	-10	-11	7	1
COc1ccc(Cl)cc1N(CC(=O)NC(C)(C)C)S(=O)(=O)c1ccc(C)c([N+](=O)[O-])c1	-2.4	2.4	0.5	-7	-0.4	-11	0	22	-1	x
Cc1onc(-c2ccccc2)c1C(=O)Nc1nnc(C(C)C)s1	1.6	0.1	3.4	4	-1.4	-3	-7	-5	1	0
COc1ccc(C(=O)COC(=O)C(CC(C)C)N2C(=O)c3ccccc3C2=O)cc1 (stereo not drawn)	-2.0	1.6	2.2	1	-0.3	x	7	4	-5	x
COc1ccc(Br)cc1S(=O)(=O)Nc1ncn[nH]1	-3.5	-2.0	2.0	2	-0.4	-8	-5	-11	0	1
Cc1ccc(NC(=O)CS(=O)CC(=O)NC(C)CCc2ccco2)cc1Cl (stereo not drawn)	-1.8	-3.1	3.6	-5	-2.6	x	-23	-13	0	x
CCN(C(=O)CSc1ccc(S(=O)(=O)N2CCOCC2)cn1)c1ccccc1	-1.2	-3.5	1.3	2	1.4	3	-3	0	3	-1
Cc1cc(C)c(S(=O)(=O)Nc2ncn[nH]2)cc1C	-1.7	0.5	0.2	5	-0.1	-1	7	-7	-1	0
O=C(/C=C/c1ccc(-c2cccc([N+](=O)[O-])c2)o1)N1CCOCC1	x	-0.8	3.3	x	-0.6	x	x	x	x	0
CC1(C)Cc2nc3oc4c(=S)nc[nH]c4c3cc2CO1	-4.3	1.0	2.2	11	-3.5	x	-6	-5	-3	4
COc1cc(C2(c3ccc(O)c(OC)c3)C(=O)Nc3c(C)cc(Br)cc32)ccc1O	-0.7	4.7	2.4	-1	-0.7	-7	-7	2	-1	5
COCCN(C(=O)CSc1nnc(C)n1Cc1ccccc1)c1c(N)n(Cc2ccccc2)c(=O)[nH]c1=O	-1.2	-0.1	x	-4	-1.8	-11	-17	0	0	x
CCOc1ccc(CC(=O)OCN2C(=O)c3ccccc3C2=O)cc1	-2.9	-0.7	-1.1	-1	0.9	-17	-10	-5	-1	-6
CC1CCN(S(=O)(=O)c2cn(C)c(=O)n(C)c2=O)CC1	0.6	-2.6	0.1	2	1.6	-3	-16	0	0	-1
Cc1ccc(CNc2ncc(-c3ccc4c(c3)OCO4)n2C)cc1	0.6	0.7	-1.1	12	0.5	-52	-16	4	-6	x
O=C(CNC(=O)OCc1ccccc1)Nc1ccc(F)cc1	-0.3	1.1	0.5	-2	1.8	17	1	13	-2	1
Cc1ccc(S(=O)(=O)NNC(=O)c2cc([N+](=O)[O-])c(C)c([N+](=O)[O-])c2)cc1	x	1.1	-0.6	x	-1.1	x	x	x	x	-2
Cc1cc(OCC(=O)NNC(=O)c2ccncc2)cc(C)c1Cl	1.0	x	2.8	2	x	-1	-15	7	-2	2
O=C1COc2ccc(OCc3ccc(F)cc3)cc21	-2.9	2.1	2.4	2	1.1	15	-17	23	0	x
CC(=O)NCCc1ccc(O)cc1	-0.3	1.9	1.6	-1	-3.5	2	13	4	1	-1
COc1ccc(N(CC(=O)Nc2c(C)cccc2C)S(=O)(=O)c2ccccc2[N+](=O)[O-])c(OC)c1	0.6	2.3	2.8	-2	1.6	0	10	8	-1	0
Cc1cc(=O)[nH]c(N/N=C/c2c(C)oc3ccccc23)n1	-1.9	1.0	1.5	21	-0.9	8	6	-2	-1	11
Cc1ccc(NC(=O)CC2S/C(=N/N=C3\CCCc4ccccc43)NC2=O)cc1 (stereo not drawn)	-2.4	2.2	1.1	0	-0.9	-55	-9	7	5	-11
CS(=O)(=O)N(Cc1ccc(C(=O)N2CCc3ccccc3C2)cc1)c1ccccc1	-1.3	0.5	5.0	-18	-0.3	13	-12	5	0	-4
O=[N+]([O-])c1cccnc1N1CCC(c2cc(-c3ccc(Cl)cc3Cl)n[nH]2)CC1	-0.9	2.0	0.9	4	0.2	-59	12	1	5	-4
CCCCCCC(c1c(C)n(C)n(-c2ccccc2)c1=O)c1c(C)n(C)n(-c2ccccc2)c1=O	-0.6	-0.1	-0.1	0	3.3	x	-15	2	-2	-1
CC(Oc1ccc(Cl)cc1Cl)C(=O)NCc1ccncc1 (stereo not drawn)	-0.3	-0.5	4.5	-2	0.3	x	4	-1	0	x
O=C1NC(c2cccc([N+](=O)[O-])c2)=CCN1c1ccccc1O	-1.7	3.2	-0.5	3	1.6	6	-21	-2	0	29
O=C(NCc1ccccc1)C(c1ccncc1)N(C(=O)c1csnn1)C1CC1 (stereo not drawn)	-0.2	2.0	2.2	3	-1.9	x	-9	3	0	x
Cc1ccc(OCCNC(=O)CCNS(=O)(=O)c2ccc(Br)cc2)cc1	-0.4	0.5	4.6	-10	-1.1	-5	-3	-2	-1	0
CCOC(=O)Cc1cnc(NC(=O)NC(C(=O)OCC)(c2ccccc2)C(F)(F)F)s1 (stereo not drawn)	-0.2	2.3	3.7	20	0.8	15	0	-8	1	-1
COC(=O)NC1c2ccccc2Oc2ccc(C)cc21 (stereo not drawn)	0.1	-1.5	1.2	5	-0.8	-14	-4	-5	-3	0
COC(=O)C1=C(C(=O)OC)[C@@H]2N(C)c3ccccc3[C@@]23C[C@@H](CO)N(C(=O)c2cccs2)C3=N1	-0.7	4.5	4.5	5	1.0	x	4	17	-1	0
OCCC1CN(Cc2cccc(-n3cccn3)c2)CCN1Cc1ccccc1 (stereo not drawn)	-0.7	6.2	4.0	1	-0.2	6	-16	-14	0	-1
CC[N+]1=CN(c2ccccc2)C(C)=CC1(C)C	-0.7	4.3	1.5	-15	1.7	-90	-10	-5	1	-2
Later entries
SMILES	CAL PDZ FP	AddAB inh	phage Ecoli inh	Rtt109 HAT inh	E coli growth	PfHsp90 set2	PvdQ acylase	Tat transport	DAGLB inh	Wnt bcat act
COc1ccc2nc(COC(=O)c3ccco3)c(C(C)=O)[n+]([O-])c2c1	-0.5	3.9	1.7	-2	1.4	-1	-20	-1	-2	x
CCC1Oc2nc(SC)nnc2-c2ccccc2N1C(=O)c1ccccc1 (stereo not drawn)	0.0	1.4	2.6	-18	0.9	3	-7	u	0	x
CC1=NN(/C(=N\c2nnc(C)s2)Nc2ccc(C)cc2)[C@H](c2ccc(C)cc2)S1	0.1	0.5	2.4	19	0.7	-2	-6	4	-1	x
Cc1n[nH]c(=O)nc1N1CCc2ccccc2C1	-0.9	1.0	1.9	-5	-1.0	-1	-14	u	-1	x
COc1ccc(Cl)cc1S(=O)(=O)NCc1cccnc1	0.5	1.1	1.6	-12	0.4	x	-17	0	-3	x

4 entries picked at random from those above:
SMILES	CAL PDZ FP	AddAB inh	phage Ecoli inh	Rtt109 HAT inh	E coli growth	PfHsp90 set2	PvdQ acylase	Tat transport	DAGLB inh	Wnt bcat act
CCn1c(CC(=O)Nc2ccccc2C)nnc1SCC(=O)NC1CCCC1	0.4	1.0	-0.1	-1	0.9	5	-16	-4	-2	1
O=C(CNC(=O)OCc1ccccc1)Nc1ccc(F)cc1	-0.3	1.1	0.5	-2	1.8	17	1	13	-2	1
O=C(CC(c1ccccc1)c1cc(Br)ccc1O)NCCN1CCOCC1 (stereo not drawn)	-3.5	-2.0	4.2	-10	0.6	-12	-3	-6	0	x
COc1ccccc1CN1C(=O)c2cccc3cccc(c23)C1=O	-1.8	1.5	2.0	0	-1.9	-25	0	-2	-3	1

No enrichment for hits. Share with any hit: about 1.9%.
